AID inhibitor = activation induced cytidine deaminase inhibition; Q9GZX7; AID deamination FRET fluorescence, UDG-coupled, 4 h; Potency, µM (top dose mostly 115 µM), without a hit: at the top dose activity change, negative = inhibition, hits mostly inhibitors; hit rate 0.32% among 91,000; also: nearly all actives have a fitted effect of over 25% in size
Target sequence (Q9GZX7 whole entry, looked up): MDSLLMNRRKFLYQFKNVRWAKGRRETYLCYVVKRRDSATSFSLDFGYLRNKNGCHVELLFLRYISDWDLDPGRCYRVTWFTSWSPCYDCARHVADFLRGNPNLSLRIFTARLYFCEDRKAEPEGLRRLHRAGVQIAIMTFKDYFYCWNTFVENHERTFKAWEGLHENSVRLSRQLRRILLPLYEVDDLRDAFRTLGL
UDG counterscr = UDG inhibition counter-screen | hit rate 0.14% among 91,000 | FRET deamination/UDG coupled assay, UDG read, 4 h | AID 1347430 | Potency, µM (top dose mostly 115 µM), for the others: at the highest dose activity change, negative = inhibition, most hits filed as inhibitors; also: nearly all actives have a fitted effect of over 65% in size
An asterisk follows results filed as active; ? = inconclusive; & = joins results of further samples; [ ] = another dose, or the depositor's remark. Calls follow the shape of the dose curve; as a rule, active = well fitted curve in the direction sought with a large enough effect; inconclusive = small, poorly fitted or top-dose-only effect, or another doubt; inactive = no such curve, though single readings can be large; an effect the other way counts as inactive or inconclusive. % is scaled to controls: 0 for no effect and ±100 for the full control effect; potency is read from the fitted curve at half-maximal effect.

Molecule | AID inhibitor | UDG counterscr
c1ccc2c(CCNCC3CCCCC3)c[nH]c2c1 | -15.2% | -5.7%
Cc1ccc2[nH]c(C)c(CCN)c2c1 | 5.7% | -4.0%
C#CCCN1CCN(C(=O)Cc2nn(C)c(=O)c3ccccc23)CC1 | -2.1% | -7.7%
Nc1c(C(=O)Nc2ccc(Cl)cc2)sc2nc3c(cc12)N1CCC3CC1 | 4.1% | 2.1%
CCn1cc(C(=O)Cn2cnc3ccccc32)c2ccccc21 | -5.3% | 1.2%
O=C(NC(NC(c1ccccc1)C(Cl)Cl)C(Cl)(Cl)Cl)c1ccccc1 (stereo not drawn) | -0.4% | 2.5%
NC(=O)CI | 1.1% | -7.6%
COc1cccc(-n2c(/C=C/c3cccc(C)c3)nc3ccccc3c2=O)c1 | -7.0%[57.5 µM] | 0.5%[57.5 µM]
Cc1ccc(OCC(=O)Nc2ccc(Cl)cc2C(=O)c2ccccc2)cc1 | -1.4% | 0.6%[57.5 µM]
COc1ccc(CNC(=O)/C=C/c2ccc3[nH]cc(CCN(C)C)c3c2)cc1 | 0.9% | 6.8%
Cc1ccc2[nH]cc(CCN)c2c1 | -7.8% | -7.1%
CCCc1nc(SC)ncc1C(=O)Nc1ccc(Cl)cc1C(=O)c1ccccc1 | 1.1% | -5.7%[57.5 µM]
COc1cc(-c2c(C#N)c(N)nc3c2c(=O)nc2sccn23)ccc1OCc1cccc(C)c1 | 19.0% | 0.3%
CC12CCC(=O)C=C1CCC1C2CCC2(C)C1CC[C@]2(C)O (stereo partly drawn) | -7.1% | -3.0%
O=C(O)c1cc(Cl)nc(Cl)c1 | 13.5% | 1.9%
C=CCN1CCC23c4c5ccc(O)c4O[C@H]2C(=O)CC[C@@]3(O)C1C5 (stereo partly drawn) | 80.6%[activator] | 6.1%
CCc1nc(SC)ncc1C(=O)Nc1ccc(Cl)cc1C(=O)c1ccccc1 | 7.3% | -9.3%[57.5 µM]
C=CCN1CCN(C(=O)Cc2ccccc2)CC1 | 6.8% | 5.5%
C[C@@H]1[C@@H]2Cc3ccc(O)cc3[C@@]1(C)CCN2CC1CC1 | -1.2% | 0.1%
COc1ccc(CNC(C)Cc2ccccc2)cc1 (stereo not drawn) | -4.4% | -7.4%
CC1CCN(CC(=O)Nc2ccc(C#N)c(Cl)c2)CC1 | 3.5% | 1.2%
Cc1ccc(C2SCC(=O)Nc3n[nH]c(C)c32)cc1 (stereo not drawn) | -3.9% | -1.2%
CC1CCCC(=O)CCCCCc2cc(O)cc(O)c2C(=O)O1 (stereo not drawn) | -4.3% | -1.0%
CCOc1ccc2nc(NC(=O)c3cccn(Cc4ccccc4C)c3=O)sc2c1 | 4.9% | -1.7%
CCN1CCN(c2nc3c(c(=O)[nH]2)CCCC3)CC1 | -5.9% | -1.5%
CCCC1=Nc2cc(C(=O)NCCCN(CC)CC)ccc2Sc2ccccc21 | ? | -12.4%
Cc1cccc(CN2CC=C(c3noc(CCC(=O)Nc4ccc(C)c(F)c4)n3)CC2)c1 | -13.6% | ?
CSc1ccc(C(c2c(O)c3ccccc3oc2=O)c2c(C)n(C)n(-c3ccccc3)c2=O)cc1 (stereo not drawn) | ? | -13.0%
Cc1cc(C(=O)OCC(=O)Nc2c(F)cccc2F)c(C)n1C1CC1 | -2.7% | 0.7%
NCC(O)c1cc(O)c(O)cc1F (stereo not drawn) | 50.1µM* | -3.9%
CN1CCN(c2ccc(C#N)cc2)CC1 | -2.7% | -0.9%
CCOc1ccc(CN(CCc2ccc3c(c2)OCO3)Cc2cccc(C)c2)cc1 | -1.8% | -4.8%
N#Cc1ccc(C(=O)Nc2ccc(Cl)cc2C(=O)c2ccccc2F)cc1 | 4.8% | -2.7%
COc1ccc(-c2nc(CN3C(=O)CN=C(c4ccccc4Cl)c4cc(Cl)ccc43)c(C)o2)cc1OC | ? | -7.5%
CCCc1ccc(OCC(=O)Nc2ccc(Cl)cc2C(=O)c2ccccc2)cc1 | -2.5% | -0.5%[57.5 µM]
Cc1ccc(N2C(=O)NC(=O)C3(Cc4cc(C)ccc4N(C)C3)C2=O)c(C)c1 (stereo not drawn) | -0.8% | -2.6%
CCCNC1CCc2ccccc2C1 (stereo not drawn) | 0.1% | 3.3%
Cc1cccc(Cn2cccc(C(=O)Nc3cc(C)on3)c2=O)c1 | -4.8% | ?
CC(Cc1ccc(OCC(=O)O)cc1)NCC(O)c1cccc(Cl)c1 (stereo not drawn) | 1.8% | 4.2%
O=C(O)[C@@H]1CCN1 | -3.3% | -5.3%
COc1ccc(CN2CCN(C(=O)COc3ccc4ccccc4c3)CC2)cc1 | -15.2% | 0.0%
CCOC(=O)C1=C(N)OC(c2ccccc2)=C(C(=O)OCC)C12C(=O)Nc1ccc(Br)cc12 (stereo not drawn) | 56.9%[activator] | -6.1%
CC12CN3CC(C)(C[N+](C)(C3)C1)C2=O | 1.7% | -1.1%
CC(Cc1ccc(Cl)cc1)NC(=O)CCCNC(=O)C1CC1 (stereo not drawn) | 3.8% | 2.3%
Cc1ccc(-n2c(/C=C/c3cccc4ccccc34)nc3ccccc3c2=O)cc1 | 9.5% | 10.4%
COc1ccccc1CNCCc1ccccc1 | 2.7% | 8.7%
CO[C@H]1CC=C2CCN3CCC4=C(CC(=O)OC4)[C@]23C1 | 3.1% | 6.4%
Cc1ccc(C(=O)C(C)(C)NO)cc1 | 2.9% | -3.8%
Cc1nn(C)cc1C1SCC(=O)Nc2c1c(C)nn2-c1ccccc1 (stereo not drawn) | 1.8% | -5.2%
N#Cc1ccc(NC(=O)Cc2ccc3c(c2)CCC3)cc1Cl | -8.2% | -18.6%

Additional entries follow.
Molecule | AID inhibitor | UDG counterscr
C=Cc1ccc(Cn2c(C)c(CNCCc3cc(OC)ccc3OC)c(C(=O)O)c2C)cc1 | 1.2% | -3.1%[57.5 µM]
CCCc1c(C)nc(N2CCN(CC)CC2)[nH]c1=O | 0.5% | 2.8%
COc1ccc(CCNCc2cccc(Br)c2)cc1 | -15.9% | -10.7%
CCCN(CCC)CCc1ccc(O)c(O)c1 | 0.8% | 5.7%
CC(C)(C)NC(=O)NC(=O)CCl | 1.6% | -2.5%
O=c1[nH]c2ccccc2n1C1CCN(CCCC(c2ccc(F)cc2)c2ccc(F)cc2)CC1 | ? | -14.4%
CSC(C)C(=O)NC(C)Cc1ccc(Br)cc1 (stereo not drawn) | -6.3% | -2.7%
c1ccc2c(N3CCNCC3)cccc2c1 | -6.1% | 5.3%
CC(N)Cc1c[nH]c2ccc(O)cc12 (stereo not drawn) | 5.9% | 5.0%
C1CCN(C2CCCNC2)CC1 (stereo not drawn) | -5.0% | -0.1%
COc1cc(/C=C(/C)[N+](=O)[O-])cc(OC)c1OC | -4.1% | -7.7%
CC[C@@]1(O)C(=O)OCc2c1cc1n(c2=O)Cc2cc3ccccc3nc2-1 | 3.5% | -3.4%
Cc1[nH]c2ccc(C34CC5CC(CC(C5)C3)C4)cc2c1CCN | -3.2% | 1.0%
Cn1cc(C(=O)NCC(=O)NC(C)(C)C)c2ccccc21 | 1.7% | -8.0%
O=S1(=O)N(CCN2CC=C(c3c[nH]c4cc(F)ccc34)CC2)c2cccc3c2N1CCC3 | ? | -16.2%
O=C(OC1CCOC1=O)c1cccs1 (stereo not drawn) | -0.1% | -8.5%
CN(C)CCCN1CCC(=O)C2CCCCC21 (stereo not drawn) | 8.7% | 2.7%
NC(Cc1ccc(N(CCCl)CCCl)cc1)C(=O)O (stereo not drawn) | -0.3% | 1.5%
O=c1c2ccccc2nc(/C=C\c2ccccc2F)n1-c1ccc(O)cc1 | -12.3% | -17.1%
ON1C2CCCCC2N(O)C1c1ccco1 (stereo not drawn) | 0.3% | 2.1%
CCOc1ccc(CN(CCc2ccc3c(c2)OCO3)Cc2ccc(C)cc2)cc1 | -21.6% | -10.5%
CCC12CN3CC(CC)(CN(C1)C3c1c(C)[nH]c(=O)[nH]c1=O)C2=O (stereo not drawn) | -5.8% | -10.4%
CN1CC2(c3ccccc3)CN(C)CC(c3ccccc3)(C1)C2=O | ? | ?
O=C(Nc1ccc2c(c1)OCCO2)c1cccn(Cc2cccc(F)c2)c1=O | ? | ?
Cc1ccc(NC(=O)Cn2cc(C(=O)c3ccccc3)c3ccccc32)c(C)c1 | 13.2% | -3.1%
C[N+]1(C)C2CCC1CC(OC(=O)C(CO)c1ccccc1)C2 (stereo not drawn) | -5.5%&-1.4%&2.9% | -2.0%&5.2%&9.1%
Cc1cc(-n2c(/C=C/c3cccs3)nc3ccccc3c2=O)ccc1Br | 6.2% | ?
Fc1ccc(CCNCc2ccco2)cc1 | -6.3% | -12.5%
Cc1ccc(NC(=O)N(Cc2ccc3c(c2)OCO3)C2CCN(Cc3ccccc3)CC2)cc1Cl | ? | -24.7%
N[C@@H](CCl)C(=O)O | -2.5% | -4.5%
COC1CC(OC2CCC3(C)C(CC[C@@H]4[C@@H]3CCC3(C)C(C5=CC(=O)OC5)C(OC(C)=O)CC43O)C2)OC(C)C1O (stereo partly drawn) | 0.3% | 4.6%
COc1cc2[nH]c(=O)n(-c3ccc(C)cc3)c(=O)c2cc1OC | -12.7% | -3.1%
O=C(Nc1nc2ccccc2s1)C12CC3CC(CC(C3)C1)C2 | -3.2% | 0.3%
C=CCOc1ccc(CNCCc2ccc(OC)cc2)cc1 | -9.8% | 0.3%
Cc1cc2ccccc2n1CC(=O)NCC1(CC(=O)O)CCCCC1 | -10.6% | 3.9%
Cn1cc(C(=O)OCC(=O)NC2CCCCCCC2)c2ccccc21 | -7.8% | -5.8%
CC1CCC(c2nnnn2-c2ccccc2)(N2CCOCC2)CC1 (stereo not drawn) | -10.2% | 11.9%
NC[C@@H]1CCCN2CCCC[C@H]12 | 16.3% | 1.9%
Cn1cnc(CCN)c1 | 7.4% | -3.9%
CCN(CC)C(=O)c1ccc(N2C(=O)CCS2(=O)=O)cc1Cl | -13.1% | -15.7%

In another format: results already given.
CCN(CC)C(=O)c1ccc(N2C(=O)CCS2(=O)=O)cc1Cl
  AID inhibitor: -13.1%
  UDG counterscr: -15.7%
COC1CC(OC2CCC3(C)C(CC[C@@H]4[C@@H]3CCC3(C)C(C5=CC(=O)OC5)C(OC(C)=O)CC43O)C2)OC(C)C1O (stereo partly drawn)
  AID inhibitor: 0.3%
  UDG counterscr: 4.6%
C=CCOc1ccc(CNCCc2ccc(OC)cc2)cc1
  AID inhibitor: -9.8%
  UDG counterscr: 0.3%
O=C(Nc1nc2ccccc2s1)C12CC3CC(CC(C3)C1)C2
  AID inhibitor: -3.2%
  UDG counterscr: 0.3%

Going on with the list.
Molecule | AID inhibitor | UDG counterscr
COc1ccc(CNCCc2c[nH]c3ccc(OC)cc23)cc1 | -8.4% | 3.4%
C[C@]12Cc3cn4c(nc3C=C1CCC1C2CC[C@@]2(C)[C@H]1CC[C@@]2(O)C#N)nc1ccccc14 (stereo partly drawn) | 5.7% | -7.0%
CCOC(=O)C1=C(C)OC(N)=C(C(=O)OC(C)(C)C)C12C(=O)Nc1ccccc12 (stereo not drawn) | 328.2%[activator] | -18.7%
Nc1cccc2ccccc12 | 48.8%[activator] | -22.9%
CCCN1CCN(Cc2cc(C(C)=O)ccc2OC)CC1 | -5.0% | -1.6%
CCOc1ccc(CN2CCN(c3cccc(C)c3C)CC2)cc1 | -1.1% | 2.7%
Cc1ccccc1-n1c(/C=C/c2ccco2)nc2ccccc2c1=O | -11.6% | -11.2%
CC(CNc1ccc([N+](=O)[O-])c2cnccc12)c1ccccc1 (stereo not drawn) | -4.3% | 1.6%
CCCn1c(C)c(C(=O)NC2CCCCC2)c2cc(OC)ccc21 | -5.3% | -4.9%
COc1ccc2c(c1OC)C(=O)O[C@H]2[C@@H]1c2cc3c(cc2CCN1C)OCO3 | 3.4% | 4.9%
Cc1ccccc1-c1nn2c(=O)cc(CN3CCN(C(=O)COc4ccccc4Cl)CC3)nc2s1 | ? | -12.9%
C=CCN1CC[C@]23CCCCC2[C@H]1Cc1ccc(O)cc13 (stereo partly drawn) | -1.1% | 4.3%
COc1cccc(-c2cc(C(F)F)n3ncc(C#N)c3n2)c1 | 9.7% | 11.6%
c1cc2c(s1)C1CCCCC1OC21CN2CCC1CC2 (stereo not drawn) | -2.0% | -2.5%

Quoted from the entries so far, 6 compounds:
Molecule | AID inhibitor | UDG counterscr
CCCn1c(C)c(C(=O)NC2CCCCC2)c2cc(OC)ccc21 | -5.3% | -4.9%
COc1ccc2c(c1OC)C(=O)O[C@H]2[C@@H]1c2cc3c(cc2CCN1C)OCO3 | 3.4% | 4.9%
Cc1ccccc1-c1nn2c(=O)cc(CN3CCN(C(=O)COc4ccccc4Cl)CC3)nc2s1 | ? | -12.9%
C=CCN1CC[C@]23CCCCC2[C@H]1Cc1ccc(O)cc13 (stereo partly drawn) | -1.1% | 4.3%
COc1cccc(-c2cc(C(F)F)n3ncc(C#N)c3n2)c1 | 9.7% | 11.6%
c1cc2c(s1)C1CCCCC1OC21CN2CCC1CC2 (stereo not drawn) | -2.0% | -2.5%

Source: PubChem BioAssay

An excerpt (hit frequency here may not be typical).
